High-throughput results as filed in PubChem BioAssay.
Scp1 inh – Scp-1 phosphatase inhibitors, primary screen, biochemical, colorimetric, uHTS; Recombinant Scp1, phosphopeptide, malachite green phosphate absorbance; AID 493091, 2011; inhibition, % at 20 µM; Carboxy-terminal domain RNA polymerase II polypeptide A small phosphatase 1 (Homo …; 340,000 tested, 0.88% active;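 active means inhibition above about 50% at 20 µM, limit read from the data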;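 further: plate controls were DMSO wells with enzyme for no effect and wells lacking enzyme for full effect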
Target sequence (Q9GZU7 76-261 limits assumed): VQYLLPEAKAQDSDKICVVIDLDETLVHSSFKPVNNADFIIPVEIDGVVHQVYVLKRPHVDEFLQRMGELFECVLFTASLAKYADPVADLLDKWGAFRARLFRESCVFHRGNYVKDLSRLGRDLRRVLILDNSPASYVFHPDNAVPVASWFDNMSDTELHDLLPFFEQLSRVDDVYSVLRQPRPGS
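Material – SCP-1 phosphatase catalytic domain, residues 76-261 · Buffer or medium – Acidic Tris acetate buffer with magnesium and detergent · Also added – Phospho 17-mer peptide substrate · Compound – single 20 µM dose, 1% DMSO · Times – 45 min room-temperature reaction, 5 min colour, 30 min stabiliser · Technique – Phosphate-binding colour reagent, absorbance read at 630 nm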
LMPTP inh – LMPTP phosphatase inhibitors, primary screen, biochemical, fluorescence intensity, uHTS | Low molecular weight phosphotyrosine protein phosphatase (Homo sapiens), P24666 | recombinant LMPTP-A, OMFP fluorogenic substrate | 360,000 tested, 0.22% active | inhibition, % at 20 µM | AID 651560, 2012;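 active means compounds that cut the enzyme signal by at least half of the control window in the single-dose screen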;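 further: plate controls were DMSO wells with enzyme plus substrate for no effect and substrate without enzyme for full effect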
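Test system: LMPTP-A, protein tyrosine phosphatase of low molecular weight; Input: 0.625 nM enzyme; Incubation: 50 min dark incubation at room temperature; Signal: endpoint fluorescence intensity from OMFP dephosphorylation; Read-out basis: % inhibition versus control wells.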
PABP1 MLLE inh – inhibitors of PABP1 MLLE–PAM2 peptide binding, primary screen, biochemical, fluorescence polarization, FITC-PAM2, GST-MLLE; Polyadenylate-binding protein 1 (Homo sapiens), P11940; inhibition, % at 20 µM; 360,000 tested, 0.36% active; in the data active means inhibition above about 35%, passing the limit was not always enough;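 further: plate controls were DMSO wells with GST-MLLE for no effect and wells lacking GST-MLLE protein for full effect; some results filed as inactive read as strong as hits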
DNMT1 inh – human DNMT1 methyltransferase inhibitors, primary screen, biochemical, molecular beacon, fluorescence, HinP1I cleavage, uHTS. DNA (cytosine-5)-methyltransferase 1 (Homo sapiens), P26358. 360,000 tested, 0.83% active. inhibition (reported as % activation of signal), % at 10 µM; in the data active means inhibition above about 50%
CSN deneddyl inh – inhibitors of CSN-mediated cullin deneddylation, primary screen, biochemical, fluorescence polarization, uHTS; COP9 signalosome complex subunit 5 (Homo sapiens), Q92905; AID 651999, 2013; Purified CSN, SCF-Nedd8-OG deneddylation; inhibition, % at 12.5 µM; 360,000 tested, 0.38% active;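 active means pattern-corrected inhibition above about 35%, with an unprinted fluorescence ratio check between 0.5 and 1.5, limit read from the data, passing the limit was not always enough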;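 further: 0% = enzyme with substrate and 100% = substrate without enzyme; some results filed as inactive read as strong as hits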
Target sequence (Q92905 whole entry, looked up, one chain of several): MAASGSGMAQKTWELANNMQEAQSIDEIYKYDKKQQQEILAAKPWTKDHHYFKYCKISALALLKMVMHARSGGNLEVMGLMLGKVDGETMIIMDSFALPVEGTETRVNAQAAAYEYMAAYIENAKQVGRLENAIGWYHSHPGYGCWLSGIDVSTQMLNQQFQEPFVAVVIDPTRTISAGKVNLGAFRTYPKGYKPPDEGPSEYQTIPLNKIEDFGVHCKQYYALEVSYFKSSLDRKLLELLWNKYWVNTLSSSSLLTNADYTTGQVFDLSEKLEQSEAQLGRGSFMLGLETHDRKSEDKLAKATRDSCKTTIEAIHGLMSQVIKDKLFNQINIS
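Assay system: purified human Csn5 enzyme expressed in HEK293T cells; measure: % inhibition; also added: SCFSkp2-Nedd8OG substrate at 10 nM final; technique: fluorescence polarization; times: reaction 90 min, room temperature; medium: Tris buffer pH 7.5, NaCl, DTT, Tween-20, trehalose, ovalbumin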
SUMO1-SIM PPI – modulators of SUMO1 protein-protein interactions, primary screen, biochemical, uHTS; Small ubiquitin-related modifier 1 (Homo sapiens), P63165; SUMO1 binding to a labelled peptide, TR-FRET, 1 h; inhibition, % at 20 µM; 360,000 tested, 0.33% active; AID 602429, 2012; in the data active means inhibition above about 37%
Target sequence (P63165 whole entry, looked up): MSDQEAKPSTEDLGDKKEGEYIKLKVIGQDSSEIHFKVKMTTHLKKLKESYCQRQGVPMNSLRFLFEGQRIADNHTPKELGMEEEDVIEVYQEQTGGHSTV
Tb MetRS inh – T. brucei MetRS inhibitors, primary screen, biochemical, luminescence | inhibition, % at 11.9 µM | methionyl-tRNA synthetase (Trypanosoma brucei brucei) | AID 624268, 2012 | purified T. brucei MetRS, ATP depletion, Kinase-Glo luminescence | 360,000 tested, 0.4% active;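 active means inhibition above a per-plate cutoff of the control wells' mean inhibition plus 3 SD, cut at about 5.5% in these data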;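 further: 0% = DMSO wells median and 100% = median of wells with control inhibitor compound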
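System: purified T. brucei MetRS enzyme / Detection: Kinase-Glo luciferase luminescence reporting remaining unconsumed ATP / Medium: HEPES buffer with MgCl2, KCl, DTT, spermine, BSA, pyrophosphatase / Replication: singlicate, one well per compound / Evaluation: percent inhibition relative to median high and low control wells / Schedule: 2 h aminoacylation at 25 °C after 15 min preincubation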
NadD inh – inhibitors of S. aureus NadD, primary screen, biochemical, colorimetric, uHTS. purified NadD enzyme, colorimetric absorbance read-out. inhibition, % at 20 µM. 360,000 tested, 0.78% active; in the data active means inhibition above about 26%; further: some compounds past the cut are filed as inactive
STEP block – STEP phosphatase inhibitors, primary screen, biochemical, fluorescence intensity, uHTS; Tyrosine-protein phosphatase non-receptor type 5 (Homo sapiens), P54829; recombinant STEP, OMFP fluorogenic substrate; inhibition, % at 20 µM; 360,000 tested, 0.25% active;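 active means inhibition at 20 µM, scaled per plate between control wells, above about 37%, limit read from the data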;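 further: 0% = DMSO with enzyme and substrate and 100% = substrate only without enzyme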
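Material: STEP (striatal-enriched tyrosine phosphatase) enzyme, cell-free; Compound dosing: 20 µM single dose in 1% DMSO; Technique: fluorescence read at 480 nm ex / 540 nm em; Times: reaction 20 min, ambient temperature; Medium: 50 mM Bis-Tris pH 6.0 with 2.5 mM DTT and 0.005% Tween 20; Also added: OMFP at 25 µM.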
Rpn11 inh – Rpn11 (PSMD14) deubiquitinase inhibitors, primary screen, biochemical, fluorescence polarization, uHTS | 26S proteasome non-ATPase regulatory subunit 14 (Homo sapiens), O00487 | human 26S proteasome, Ub4-pepOG fluorescence polarization; 20S core pre-blocked with epoxomicin | calls only at 20 µM | 360,000 tested, 0.59% active | AID 588493, 2011;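 active means inhibition at 20 µM, scaled to each plate's controls, above about 33%, limit read from the data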
Target sequence (O00487 whole entry, looked up): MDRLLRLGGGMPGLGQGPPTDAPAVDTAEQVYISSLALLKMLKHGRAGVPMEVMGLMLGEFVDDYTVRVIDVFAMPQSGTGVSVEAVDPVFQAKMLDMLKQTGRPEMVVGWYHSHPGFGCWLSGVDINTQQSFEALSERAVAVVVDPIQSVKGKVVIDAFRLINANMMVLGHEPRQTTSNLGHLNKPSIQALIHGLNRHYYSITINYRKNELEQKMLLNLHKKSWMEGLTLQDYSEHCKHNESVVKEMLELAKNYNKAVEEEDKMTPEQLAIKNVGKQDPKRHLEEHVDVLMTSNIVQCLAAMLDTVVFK
* marks the source's active call; other numbers are inactive results; i = inactive; · = not tested or not shown; + = active, no number.

Start of the data: the first 2 entries, ahead of the listing:
SMILES | Scp1 inh | LMPTP inh | PABP1 MLLE inh | DNMT1 inh | CSN deneddyl inh | SUMO1-SIM PPI | Tb MetRS inh | NadD inh | STEP block | Rpn11 inh
CC1CCc2nc3ccccc3c(C(=O)OCC(=O)N(C)C3CCS(=O)(=O)C3)c2C1 (stereo not drawn) | -2.6 | -0.7 | 2.0 | -1.7 | 1.2 | 0.5 | -0.4 | -0.2 | 4.0 | i
O=C(c1cc(-c2ccc(Cl)cc2)n[nH]1)N1CCc2ccccc2C1 | -2.4 | -0.2 | 15.4 | 0.2 | -6.4 | -2.7 | -0.1 | 4.7 | 0.8 | i

The whole of this part, repeating the preview:
SMILES | Scp1 inh | LMPTP inh | PABP1 MLLE inh | DNMT1 inh | CSN deneddyl inh | SUMO1-SIM PPI | Tb MetRS inh | NadD inh | STEP block | Rpn11 inh
CC1CCc2nc3ccccc3c(C(=O)OCC(=O)N(C)C3CCS(=O)(=O)C3)c2C1 (stereo not drawn) | -2.6 | -0.7 | 2.0 | -1.7 | 1.2 | 0.5 | -0.4 | -0.2 | 4.0 | i
O=C(c1cc(-c2ccc(Cl)cc2)n[nH]1)N1CCc2ccccc2C1 | -2.4 | -0.2 | 15.4 | 0.2 | -6.4 | -2.7 | -0.1 | 4.7 | 0.8 | i
CCN(Cc1ccccc1)C(=O)C1CCN(c2ncnc3c2nc2n3CCCCC2)CC1 | -1.7 | -0.3 | 1.2 | -0.7 | -0.9 | -3.6 | -0.2 | 9.4 | -0.1 | i
O=C(Cc1ccccc1)NCC(=O)OCC(=O)c1cccc([N+](=O)[O-])c1 | -5.5 | -2.4 | -0.3 | 1.5 | -12.3 | -17.3 | -1.1 | -1.2 | -2.5 | i
NC(=O)COC(=O)CN1C(=O)C2CCCCC2C1=O (stereo not drawn) | 5.4 | -0.8 | 1.6 | 3.1 | -3.0 | -0.3 | -0.1 | -0.2 | 0.2 | i
COc1ccc(/C(N)=N/OC(=O)CSc2ccccc2)cc1OC | -11.3 | 1.7 | 22.5 | -0.6 | 1.4 | -2.1 | 0.3 | -4.0 | 2.1 | i
O=C(CN(C(=O)CNC(=O)c1ccco1)c1ccc2c(c1)OCCO2)NC1CCCC1 | 0.7 | -1.9 | 3.1 | 1.4 | 5.2 | -0.8 | 0.0 | 0.6 | 3.2 | i
Cc1ccn2cc(-c3cccc(NC(=O)c4ccccc4)c3)nc2c1 | -11.1 | 8.4 | -0.3 | 5.6 | 2.1 | 3.4 | -0.3 | -3.1 | -1.1 | i
O=C1OC(c2ccccc2)C2(CCCC2)C(=O)C12CCCC2 (stereo not drawn) | -2.2 | -1.5 | 9.0 | 1.7 | -0.5 | -2.5 | -1.1 | -5.7 | -1.5 | i
Cc1ccc(S(=O)(=O)N2CCOCC2)cc1NC(=O)CN1C(=O)NC2(CCCC2)C1=O | -15.3 | -1.4 | 3.2 | -2.1 | 2.7 | -0.4 | -0.2 | -0.4 | -2.6 | i
Cn1c(=N)n(CC(=O)c2ccc(Br)s2)c2ccccc21 | 5.2 | 0.3 | -9.1 | -5.2 | 2.3 | -7.0 | 1.6 | -6.2 | -1.3 | i
COc1ccc(NC2=C(C(C)=O)C(c3ccccc3)C(C(C)=O)C(C)(O)C2)cc1 (stereo not drawn) | -6.2 | 1.7 | 1.5 | -4.0 | 3.1 | -1.7 | 0.5 | 2.0 | 4.5 | i
COc1cc2c(cc1OC)C1=CC(=O)C(=O)N1C(C)(C)C2 | -1.4 | 1.7 | 0.8 | -0.6 | -9.0 | -12.7 | 0.4 | 3.2 | 1.1 | i
Cc1cccc(C(=O)NC2CCN(CC(=O)NCc3ccccc3F)CC2)c1 | 1.4 | 1.8 | -10.8 | -1.7 | 1.2 | -3.3 | -0.2 | 0.5 | 3.1 | i
O=C(N/C(=C/c1ccccc1Cl)C(=O)N1CCOCC1)c1ccccc1 | -4.6 | -0.1 | 4.6 | 6.3 | -0.8 | 2.6 | -0.1 | 0.1 | -2.0 | i
C=CCn1c(SCC(=O)N(C)C2CCCCC2)nnc1C1CC1 | -5.2 | -1.1 | 9.7 | 0.8 | 2.3 | 0.2 | -0.5 | 1.8 | -3.7 | i
C=C(C1=CCN(S(=O)C(C)(C)C)[C@@H]1CCO)c1ccccc1 (stereo partly drawn) | -4.2 | 0.3 | -7.8 | 1.8 | -5.0 | 0.0 | 0.1 | -2.6 | 1.9 | i
O=C(COc1ccc(Br)cc1)N1CCOCC1 | -4.8 | 0.3 | 15.2 | 3.3 | -2.5 | -0.4 | -0.1 | 2.3 | -0.1 | i
O=C(NCCc1ccc(Cl)cc1)C1CCN(S(=O)(=O)N2CCCCC2)CC1 | -6.5 | -1.3 | 5.9 | 6.3 | -3.9 | 9.0 | 0.2 | -2.2 | 0.6 | i
C/C(=N/NC(=O)C(C)n1nc(C)c([N+](=O)[O-])c1C)c1ccc(OCC(N)=O)cc1 (stereo not drawn) | -11.4 | -0.9 | -7.2 | 0.7 | 1.6 | -1.0 | 0.4 | 4.8 | -1.8 | i
CN/C(=C\[N+](=O)[O-])NCCSCc1ccc(CN(C)C)o1 | -8.8 | -3.7 | 11.2 | -3.6 | -2.8 | -46.7 | -1.0 | 2.0 | -8.5 | i
O=C1C2C(C(=O)N1/N=C/c1ccco1)C1C=CC2C12CC2 (stereo not drawn) | -7.7 | -0.7 | 7.7 | -0.5 | 0.3 | -11.1 | -0.8 | 1.4 | 1.0 | i
O=C(NCC1CCCO1)c1ccc(C(=O)NCC2CCCO2)cc1 (stereo not drawn) | -0.1 | -0.3 | -2.6 | 0.8 | -1.6 | -1.5 | -1.0 | -2.7 | -2.0 | i
Cn1ccc2c(-c3cccc(C=O)c3)cc3c(c21)C1CCC3C1 (stereo not drawn) | · | 2.0 | 0.7 | 2.8 | 1.0 | 8.1 | -1.6 | -1.5 | 0.1 | i
N=c1c(C(=O)NC2CCCCC2)cc2c(=O)n3ccccc3nc2n1Cc1ccc(F)cc1 | 13.8 | 4.4 | -5.5 | -5.3 | 2.7 | -33.2 | 0.6 | 13.4 | 1.8 | +
O=C(c1cccc2c1-c1ccccc1C2)N1CCCCC1 | 0.1 | 0.0 | 8.3 | 2.2 | -0.3 | 2.6 | -0.4 | -1.9 | -2.1 | i
O=C(NCCc1c[nH]c2ccccc12)c1ccc(Br)o1 | -6.8 | 0.8 | 6.5 | -2.0 | 3.2 | 2.4 | -0.6 | 0.8 | 1.9 | i
Cc1ccccc1CC(=O)Nc1sc(C(C)C)cc1C(=O)N1CCOCC1 | -6.0 | 0.4 | 4.2 | 2.0 | 2.8 | 2.4 | -0.1 | 0.9 | -0.7 | i
CCN(CC)S(=O)(=O)c1ccc(Oc2ccccc2)c(N)c1 | 6.2 | 1.1 | 6.8 | -0.7 | -4.5 | 0.6 | 1.8 | -3.4 | -1.3 | i
CCOc1ccc(OCCC(=O)N(CCCOC)c2c(N)n(Cc3ccccc3)c(=O)[nH]c2=O)cc1 | -4.9 | -1.1 | -9.7 | 4.9 | 2.8 | 1.4 | -0.5 | 6.1 | -1.4 | i
CCOC(=O)CNC(=O)CSc1nnc(-c2ccncc2)n1-c1ccc(Cl)cc1 | 0.4 | 0.0 | -20.7 | -1.1 | -5.1 | -0.1 | -0.5 | -5.4 | 1.1 | i
COC(=O)c1cc(Oc2ccc(S(=O)(=O)N3CCOCC3)cc2[N+](=O)[O-])cc(C(=O)OC)c1 | 2.8 | 1.5 | 8.5 | 1.6 | 2.1 | -22.1 | 0.1 | 1.7 | -3.8 | i
O=C(NCC1CCCO1)/C(=C/c1ccccc1F)NC(=O)c1ccccc1 (stereo not drawn) | 0.1 | -1.1 | -12.6 | 3.1 | 1.4 | 0.6 | -1.2 | -6.4 | -1.3 | i
O=C1OCCC1Sc1nnc(-c2ccc(F)cc2)n1Cc1ccccc1 (stereo not drawn) | -5.2 | 0.3 | -66.9 | 7.1 | -8.4 | 0.4 | -0.3 | -3.9 | -4.0 | i
Cc1nc2sccn2c(=O)c1S(=O)(=O)NCCc1ccccc1 | -6.5 | -2.8 | 7.8 | 5.8 | 1.0 | 1.8 | -0.9 | -7.5 | -3.8 | i
Cc1ccc(OCC(=O)NCCCNC(=O)c2ccco2)cc1 | -6.4 | 1.6 | -7.9 | -0.7 | 2.5 | 29.9 | 0.8 | 0.1 | 1.5 | i
CCOc1ccc(-n2ccnc2SCC(=O)Nc2nnc(CC)s2)cc1 | 6.8 | 1.4 | 14.4 | -1.8 | -0.1 | 2.0 | 1.2 | 0.0 | -5.1 | i
COc1ccc(C(=O)CSc2nccn2C)c(OC)c1 | 1.0 | 0.9 | 3.9 | -0.4 | 2.5 | -2.4 | -0.3 | -2.9 | 0.9 | i
C#CCNC(=O)c1cc(-c2ccccc2)sc1N | · | 2.3 | · | · | 22.4 | -2.7 | 0.5 | · | · | ·
CC(NC(=O)CN(c1ccc(Br)cc1)S(C)(=O)=O)c1ccccc1 (stereo not drawn) | 6.4 | -1.4 | -44.3 | 2.8 | -0.7 | 36.9 | -0.2 | 2.7 | 0.5 | i
Cc1ccc(C)n1-c1ccc(N2CCOCC2)nc1 | -1.1 | 1.5 | 28.3 | -18.0 | -0.1 | -11.8 | -0.5 | -6.9 | -1.7 | i
CCCSc1nc(N)cc(=O)[nH]1 | 7.1 | -0.8 | 13.6 | 1.8 | 4.9 | -0.1 | -1.9 | 1.3 | -4.5 | i
Cc1ccc(C(C(=O)NCc2ccco2)N(Cc2ccco2)C(=O)CNC(=O)c2ccco2)cc1 (stereo not drawn) | -10.2 | -0.8 | 6.2 | -1.3 | -4.5 | -5.0 | -0.5 | -2.5 | -1.4 | i
